ERK EGF block = inhibitors of EGF-stimulated ERK signaling pathway. HEK293-V1b, EGF-stimulated phospho-ERK AlphaScreen. AID 1454. 0.41% of 130,000 active. Potency, µM (doses to about 11.5 µM), inactives show at the highest dose activity change, negative = inhibition, usual class: inhibitors; active means well fitted inhibition curve with a large enough effect; inconclusive means small, poorly fitted or top-dose-only effect, or effect the other way;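 further: plate controls were stimulated vehicle wells for no effect and unstimulated vehicle basal for full effect; nearly all actives have a fitted effect of over 55% in size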
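HEK293 cells stably expressing V1b receptor, serum-reduced (1% FBS) overnight, got compound for 30 min at 37C, then 25 nM EGF for 5 min. Lysate phospho-ERK read by AlphaScreen SureFire; AC50 from Hill fits.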
* = called active by the depositor; ? = inconclusive; [ ] = remark or other dose. Potency means the concentration at half of the fitted maximal effect. Not all compounds are listed. The share of hits here may be higher or lower than overall.

compound	ERK EGF block
Nc1ccc(C(=O)O)c(O)c1 (tested in a mixture with another compound)	12%
COc1ccc(NC(=O)C(c2ccc(C)cc2)N(C)C(=O)c2ccc(=O)[nH]c2)cc1 (stereo not drawn)	-2%
CC(=O)c1ccc(NC(=S)NC(C)CCc2ccccc2)cc1 (stereo not drawn)	-10%
O=C(Cc1ccsc1)Nc1ccc(S(=O)(=O)C(F)F)cc1	10%
Cc1ccc(C(=O)N/C(=C\c2ccc(F)cc2)C(=O)NCc2ccncc2)cc1	5%
O=C(c1cccc(S(=O)(=O)N2CCCC2)c1)N(Cc1ccco1)C1CCS(=O)(=O)C1 (stereo not drawn)	-1%
O=C1[C@H]2[C@H]3[C@H](O)[C@H](O)C/C(=N\OC[C@@H](O)COCc4ccco4)[C@@H]3CC[C@H]2C(=O)N1c1ccc(F)cc1F	2%
CCN(CC)S(=O)(=O)c1cc(NC(=O)COc2ccc(C#N)cc2OC)ccc1C	5%
Clc1ccc(-c2nnc3n2-c2ccccc2SC3)cc1	7%[57.5 µM]
COc1ccc(OC)c(C(=O)c2ccc(C(=O)Nc3ccc4ccccc4c3)cc2)c1	-7%

(next part)
compound	ERK EGF block
CC1C/C(=N\Nc2ccc(S(N)(=O)=O)cc2[N+](=O)[O-])CC(C)(C)C1 (stereo not drawn)	?
Oc1ccc(CN2CCN(c3ccccc3)CC2)c2cccnc12	1%
O=C(CCN1C(=O)c2cccc3cccc(c23)C1=O)N1CCN(c2ccccc2F)CC1	28%
CC(C)Nc1ccc(C(CC(N)=O)NC(=O)Cc2ccc(Br)cc2)cc1[N+](=O)[O-] (stereo not drawn)	-3%[57.5 µM]
CC(CCc1ccccc1)NC(=O)COC(=O)C12CC3CC(CC(Br)(C3)C1)C2 (stereo not drawn)	4%
COc1ccccc1CNC(=O)COc1ccc2c(c1)CCC2	0%
Oc1cccc(NC(=S)N=Nc2c(O)[nH]c3ccccc23)c1	21%[57.5 µM]
CC/C(C)=N/Oc1nc(C)cc(C)n1	-4%[57.5 µM]
O=C(Nc1ccc(-c2cn3c(n2)SCC3)cc1)c1ccc2ccccc2n1	0%
CC(=O)OCC1(C)CN(c2ccccc2)N(C(=O)c2ccc(C(C)(C)C)cc2)C1=O (stereo not drawn)	-1%

Continuation.
compound	ERK EGF block
COc1ccc(N(CC(=O)Nc2ccc(OC)cc2OC)S(=O)(=O)c2ccccc2)cc1	-6%
CC(NC(=O)NC1CCCCC1)c1ccc2c(c1)OCO2 (stereo not drawn)	23%
Cn1c(CC(=O)Nc2ccccc2)c(Sc2ccccc2)c2ccccc21	-4%
CCOC(=O)c1c(NC(=O)C2C3C=CC(CC3)C2C(=O)O)sc(C)c1C (stereo not drawn)	-5%
COc1ccc(CNc2nc(-c3ccccc3OC)nc3ccccc23)c(OC)c1	30%
N/C(=N\OC(=O)Cc1ccccc1[N+](=O)[O-])c1ccccn1	-5%
CCOC(=O)/C(C#N)=C/c1cc2cc(C)c(C)cc2nc1Cl	-2%[57.5 µM]
CCN(CC)S(=O)(=O)c1ccc(O)c(NC(=O)c2ccc(N3CCOCC3)c([N+](=O)[O-])c2)c1	4%
Cc1ccc(OCC(O)CNCc2ccccc2)cc1C (stereo not drawn)	10%[57.5 µM]
CC(C)C(NC(=O)C(Cc1ccc(O)cc1)NC(=O)C(NC(=O)C(F)(F)F)C(C)C)C(=O)O (stereo not drawn)	21%

An excerpt of these results, with each value named.
> CCOC(=O)c1c(NC(=O)C2C3C=CC(CC3)C2C(=O)O)sc(C)c1C (stereo not drawn)
  ERK EGF block: -5%
> COc1ccc(CNc2nc(-c3ccccc3OC)nc3ccccc23)c(OC)c1
  ERK EGF block: 30%
> N/C(=N\OC(=O)Cc1ccccc1[N+](=O)[O-])c1ccccn1
  ERK EGF block: -5%
> CCOC(=O)/C(C#N)=C/c1cc2cc(C)c(C)cc2nc1Cl
  ERK EGF block: -2%[57.5 µM]

Remaining list, next part
compound	ERK EGF block
COC(=O)[C@@H](NC(=O)c1ccc(OC2CCN(Cc3ccccn3)CC2)cc1)C(C)C	-14%
CC(C)c1ccc2occ(-c3nn[nH]n3)c(=O)c2c1	10%
CSc1nnc(C(C)(C)C)c(=O)n1/N=C/c1ccc(C(C)C)cc1	-3%[57.5 µM]
O=C(c1ccc(F)cc1)N1CCN=C1c1ccccc1	-2%
C=C(C)c1cccc(C(C)(C)NC(=O)Nc2nnc(C(C)C)s2)c1	1%[57.5 µM]
CC1=C(C#N)C(NC(=O)c2ccc(Cl)cc2)(C(F)(F)F)C(=O)N1 (stereo not drawn)	-2%
COc1ccccc1NC(=S)N(Cc1ccc(C(=O)O)cc1)Cc1ccc(OC)c(OC)c1	-9%
CN(C)CCCNC(=O)c1ccc(Oc2ccccc2)cc1	-9%
Nc1cccc(S(=O)(=O)c2ccc(N)c(N)c2)c1	3%
CCOc1ccc(NC2=C(Cl)C(=O)N(C3CCCCC3)C2=O)cc1	-5%

More compounds follow.
compound	ERK EGF block
Cc1nn(CC(=O)NCc2ccccn2)c(C)c1[N+](=O)[O-]	0%[57.5 µM]
Cc1ccc(OCCCSc2ncccn2)cc1C	-1%
O=C(CN1CCN(c2ccc(F)cc2)CC1)Nc1cccnc1Cl	-5%
O=C(COc1ccc(-c2ccccc2)cc1)NNC(=O)NC1CCCCC1	6%
CCOC(=O)/C(C)=N/NC(=O)c1ccc([N+](=O)[O-])cc1	-5%
Fc1ccc(NC(=S)N2CCSC2c2cccs2)cc1 (stereo not drawn)	13%
COC(=O)/C(=N/Nc1ccccc1C)Sc1nnc(C(O)c2ccccc2)n1-c1ccccc1 (stereo not drawn)	-1%
CC/C(=N\NC(=O)c1c[nH]c2ccccc12)c1cccs1	5%
Cc1c(C(=O)Oc2ccc(Cl)cc2)n(C)oc1=O	-8%[57.5 µM]
CC1CCc2nc3ccccc3c(C(=O)OCC(=O)N3CCc4ccccc43)c2C1 (stereo not drawn)	21%

Going on with the list.
compound	ERK EGF block
CC(C)c1ccccc1NC(=S)NC1CCCCC1	16%
CCOC(=O)c1c(C)oc2cc(Cl)c(O)c(CN(C)C)c12	0%[57.5 µM]
NC(=O)N/N=C/c1ccc(-c2ccc([N+](=O)[O-])cc2)o1	2%[57.5 µM]
CC(C)N(CC(N)=O)C(=O)Cc1coc2cc3c(cc12)CCC3	-10%
Cc1cccc(C(=O)NC2CCN(CC(=O)NCc3cccs3)CC2)c1	-4%
COC(=O)c1cn(-c2ccccc2)c(C)c1C(=O)OC	2%
N#CCCN(/N=C/c1cccnc1)C1=NS(=O)(=O)c2ccccc21	3%
CC(C)N(c1ccccc1)c1ccc(NC(=O)CCl)cc1	2%
O=c1c2cc(Cl)ccc2nc(-c2ccccc2)n1O	-4%
COc1ccc(NC(=O)N2c3ccccc3C(C)=CC2(C)C)cc1	0%

Next structures
compound	ERK EGF block
CC(C)(C)NS(=O)(=O)c1cccc(S(=O)(=O)c2cccc(S(=O)(=O)NC(C)(C)C)c2)c1	1%[57.5 µM]
CCNC(=S)N1CCN(c2ncccn2)CC1	7%
COc1ccc(CC(=O)NC(C)c2nnc(SCC(=O)Nc3cc(C)ccc3OC)n2C)cc1 (stereo not drawn)	-2%
O=C(NC1CCS(=O)(=O)C1)/C(=C/c1ccc(Cl)cc1)NC(=O)c1ccccc1 (stereo not drawn)	4%
Cc1cccc(C)c1NC(=S)N1CCCN(C)CC1	-4%
COc1cc(OC)cc(-c2nnc(N(C)C(=O)c3ccncc3)s2)c1	-12%
COC(=O)CC1C(=O)NCCN1C(=O)Nc1cccc(Cl)c1 (stereo not drawn)	9%
Cc1ccccc1CN(CC1CCC(C(=O)O)CC1)C(=S)Nc1ccccc1F (stereo not drawn)	-3%[57.5 µM]
Cn1c(SCc2n[nH]c(=S)o2)nnc1-c1ccccc1	2%
COc1ccccc1N1CCN(C(c2cccs2)C(C)NC(=O)c2cccs2)CC1 (stereo not drawn)	19%

Next section.
compound	ERK EGF block
COC(=O)c1ccc(COC(=O)CNS(=O)(=O)c2ccc(C)cc2)cc1	1%
CCN1CCN(Cc2c(O)ccc3c2O/C(=C\C=C\c2ccccc2OC)C3=O)CC1	-5%
COc1cccc(C(=O)Nc2nc3ccc(S(C)(=O)=O)cc3s2)c1	-5%
COc1ccc2[nH]cc(CCNS(=O)(=O)Cc3ccccc3)c2c1	-14%
CC(=O)Nc1ccc(C(=O)CSc2nnnn2C2CCCC2)cc1	4%
O=C(O)[C@H](Cc1ccccc1)NC(=O)N1CCN(c2ccccc2)CC1	-2%[57.5 µM]
C/C(=N/NC(=O)c1cccc(N2CCCC2=O)c1)c1ccncc1	-2%
CC1(C)C(C=C(Cl)Cl)C1C(=O)N1CCN(Cc2ccccc2)CC1 (stereo not drawn)	9%[57.5 µM]
COCCN1CCN(c2cc(-c3ccccc3)nc3cc(-c4cccc(F)c4)nn23)CC1	?
Cc1cc(C)cc(NC(=S)NCCc2ccc(S(N)(=O)=O)cc2)c1	-5%

The list continues:
compound	ERK EGF block
CCC1(C)NC(=O)N(/N=C/c2cc(OC)c(O)c(OC)c2)C1=O (stereo not drawn)	-30%
COc1ccc(C)cc1NC(=O)C(Sc1nnc(Nc2ccccc2F)s1)c1ccccc1 (stereo not drawn)	4%
CSc1n[nH]c(NCc2ccc(C)cc2)n1	-2%
Cc1ccc(C2CC(c3ccc(F)cc3)Nc3nc(N)nn32)cc1 (stereo not drawn)	-3%
Nc1ncnc2c1C1(CCCCC1)Cc1ccccc1-2	2%
Cn1c(Cn2c(=O)sc3ccccc32)nnc1SCC(=O)N1CCOCC1	-6%
O=C(Nn1c(-c2ccncc2)nc2ccccc2c1=O)c1ccccc1Br	-2%
CC(=O)Nc1sc2c(c1C(c1ccccc1Cl)N1CCN(CCO)CC1)CCCC2 (stereo not drawn)	4%
COc1ccc(Cc2nnc(NC(=O)C(C)(C)C)s2)cc1	-6%
CC(=O)N1CCc2c(sc(NC(=O)CN3C(=O)c4ccccc4C3=O)c2C(N)=O)C1	-9%[57.5 µM]

Fetched by compound from the list above, three records:
compound	ERK EGF block
O=c1c2cc(Cl)ccc2nc(-c2ccccc2)n1O	-4%
COC(=O)[C@@H](NC(=O)c1ccc(OC2CCN(Cc3ccccn3)CC2)cc1)C(C)C	-14%
CC(=O)Nc1ccc(C(=O)CSc2nnnn2C2CCCC2)cc1	4%

(continued)
compound	ERK EGF block
COc1ccc(NC(=S)N2CCN(C/C=C/c3ccccc3)CC2)c(OC)c1	1%
O=C(CCN1CCC(c2ccc(Cl)s2)=N1)c1ccc(Cl)s1	-12%[57.5 µM]
COc1cc(C2CC(=O)Oc3c(C(CCN4CCCC(C)C4)c4ccc(N(C)C)cc4)c(OC)cc(OC)c32)cc(OC)c1OC (stereo not drawn)	2%[57.5 µM]
Cn1ccnc1C(O)c1ccccc1 (stereo not drawn)	6%
CN(CC(=O)Nc1ccc(F)cc1)CC(=O)Nc1ccc(Cl)c(S(=O)(=O)N2CCOCC2)c1	-8%[57.5 µM]
COCCN1C2=C(COC(C)(C)C2)C(=S)NC1c1ccccc1 (stereo not drawn)	-5%[57.5 µM]
Cc1nc([N+](=O)[O-])cn1CC(=O)Nc1ccc2c(c1)OCO2	9%
CCCCOc1ccc(/C=C/C(=O)OCC(=O)NC(=O)NCC(C)C)cc1OCC	2%
C/C(=N\N1CCN(c2ccc(Cl)cc2)CC1)c1cccs1	-1%
N/C(=N\OC(=O)COc1ccc(Cl)cc1Br)c1cccnc1	-2%

(next part)
compound	ERK EGF block
COc1ccccc1Nc1nc2nonc2[nH]c1=O	1%
COc1ccc(NC(=O)c2cc(-c3ccccc3)oc2C)cc1	0%
COC(=O)/C=C1/S/C(=N/N=C/c2ccc(N(C)C)cc2)NC1=O	3%
O=C1C(=O)N(CCN2CCOCC2)C(c2ccncc2)/C1=C(/O)c1ccc2c(c1)OCO2 (stereo not drawn)	-5%
CC1=C(CC/C(C)=N/NC(N)=S)C(C)(C)CCC1	4%
COc1ccc(NC(=S)NCC2CCCO2)c(C)c1 (stereo not drawn)	7%
O=C(/C=C/c1ccccc1)NCCSCc1ccccc1	13%
CCCN1CCN(c2ccc([N+](=O)[O-])cc2C#N)CC1	0%
O=C(Nc1ccc(Cl)c(Cl)c1)c1ccc(Cn2cc(Cl)cn2)cc1	13%
CCOc1ccc(/C=C2/C(=N)N3OC(C)=CC3=NC2=O)cc1OC	-3%[57.5 µM]

Of the compounds above, these contain a CF3 group:
compound	ERK EGF block
CC(C)C(NC(=O)C(Cc1ccc(O)cc1)NC(=O)C(NC(=O)C(F)(F)F)C(C)C)C(=O)O (stereo not drawn)	21%
CC1=C(C#N)C(NC(=O)c2ccc(Cl)cc2)(C(F)(F)F)C(=O)N1 (stereo not drawn)	-2%

More compounds:
compound	ERK EGF block
CCS(=O)(=O)c1cc([N+](=O)[O-])c(Sc2ccccc2N)s1	6%[57.5 µM]
O=C1c2cc([N+](=O)[O-])ccc2-c2ncccc21	-5%[57.5 µM]
CCCCCn1c(=O)c(Cc2ccccc2)c(O)c2ccccc21	2%
Cc1sc2ncnc(SCC(=O)NC(=O)c3cccn3C)c2c1C	2%
CC(C)[C@@H]1NC(=O)c2cc([N+](=O)[O-])cc(I)c2NCCCC[C@@H](C(=O)NC(CC(=O)O)C(N)=O)NC(=O)[C@H](CO)NC1=O (stereo partly drawn)	-4%
